From PubChem
CHRM4 PAM – CHRM4 positive allosteric modulation | AID 624126 | P08173 | activation, % at 3 µM | 360,000 compounds, 0.4% hits | CHO-K1 hM4/Gqi5, Fluo-8 calcium fluorescence, ACh EC20; 0% = ACh EC20, 100% = maximal ACh;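 active = activation above its plate's cutoff, the mean activation of sample wells plus 3 SD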; also: some results filed as inactive read as strong as hits
Target sequence (P08173 whole entry, looked up): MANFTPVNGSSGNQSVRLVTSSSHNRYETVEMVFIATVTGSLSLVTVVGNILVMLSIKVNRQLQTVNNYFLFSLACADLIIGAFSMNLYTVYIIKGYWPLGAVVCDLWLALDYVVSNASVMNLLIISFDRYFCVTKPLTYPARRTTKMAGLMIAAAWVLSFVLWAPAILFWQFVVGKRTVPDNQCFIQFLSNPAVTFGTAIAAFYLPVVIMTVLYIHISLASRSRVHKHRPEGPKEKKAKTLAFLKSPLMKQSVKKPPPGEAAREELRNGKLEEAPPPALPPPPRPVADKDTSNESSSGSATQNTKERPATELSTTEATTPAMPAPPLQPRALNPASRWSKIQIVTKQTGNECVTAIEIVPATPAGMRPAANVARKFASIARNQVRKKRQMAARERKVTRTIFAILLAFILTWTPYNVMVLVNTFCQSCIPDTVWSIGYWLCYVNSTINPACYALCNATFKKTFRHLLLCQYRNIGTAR
CHRM5 agonist – CHRM5 agonism in calcium assay. 360,000 compounds, 0.19% hits. CHO-K1 hM5 cells, Fluo-8 calcium fluorescence; 0% DMSO wells, 100% maximal acetylcholine response. activation, % at 3 µM;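 active = activation above the run's mean over test compounds plus 3 SD, cut at about 23% in these data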;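 also: signal is peak over basal fluorescence ratio across the kinetic read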
Target sequence (P08912 whole entry, looked up): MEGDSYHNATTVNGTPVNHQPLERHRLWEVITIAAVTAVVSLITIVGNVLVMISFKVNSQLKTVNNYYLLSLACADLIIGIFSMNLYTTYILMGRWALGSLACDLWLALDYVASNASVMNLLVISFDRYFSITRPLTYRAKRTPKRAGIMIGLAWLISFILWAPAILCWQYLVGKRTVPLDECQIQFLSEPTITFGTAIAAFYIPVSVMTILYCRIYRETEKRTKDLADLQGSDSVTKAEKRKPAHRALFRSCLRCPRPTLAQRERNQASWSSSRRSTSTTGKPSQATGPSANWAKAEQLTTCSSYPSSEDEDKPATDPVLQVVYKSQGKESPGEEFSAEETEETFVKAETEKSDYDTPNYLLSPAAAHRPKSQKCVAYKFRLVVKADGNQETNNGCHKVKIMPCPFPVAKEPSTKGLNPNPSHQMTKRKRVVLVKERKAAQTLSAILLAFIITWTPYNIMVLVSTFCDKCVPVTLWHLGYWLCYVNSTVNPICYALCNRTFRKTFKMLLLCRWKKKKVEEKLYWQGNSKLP
TAAR1 agonist – human TAAR1 agonism; Q96RJ0; CHO RD-HGA16 TAAR1, Fluo-8 calcium fluorescence; vehicle wells 0%, saturating PEA agonist 100%; activation, % at 3 µM; 360,000 compounds, 0.99% hits; AID 624467;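 active = activation above the mean activation of all test compounds in the run plus 3 SD, cut at about 38% in these data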
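System: CHO-derived RD-HGA16 cells with stable Gα16 and human TAAR1. Times: 17-24 h plating, Fluo-8 75 min 37 °C, 30 min RT. Measured by: calcium-sensitive Fluo-8 signal, excitation 470-495, emission 515-575 nm. Read-out basis: % activation relative to PEA EC100 response. Control set: DMSO and PEA EC100. Repeats: no replicates (n 1).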
CHRM5 PAM – CHRM5 positive allosteric modulation | P08912 | CHO-K1 hM5, Fluo-8 calcium, ACh EC20 PAM; 0% = ACh EC20, 100% = ACh EC100 | activation, % at 3 µM | 360,000 compounds, 0.3% hits | AID 624038;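 active = activation above the run cutoff, the mean activation of all test compounds plus 3 SD, cut at about 18% in these data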
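Replicates: One well per compound, no replicates | System: Human M5 receptor in CHO-K1 cells | Benchmarks: Low control EC20 acetylcholine (0%), high control EC100 acetylcholine (100%) | Probe or stimulus: Acetylcholine, EC20 level | Times: Fluo-8 loading 80 min at 37 °C plus 30 min room temperature | Signal: Intracellular calcium via Fluo-8 fluorescence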
M5 antag – CHRM5 antagonism in calcium assay. P08912. CHO-hM5 cells, Fluo-8 calcium fluorescence, ACh EC80. inhibition, % at 3 µM. 360,000 compounds, 0.59% hits. AID 624040;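 active = inhibition above a per-plate cutoff, the mean of that plate's test compounds plus 3 SD, cut at about 27% in these data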;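 also: 0% = acetylcholine EC80 with DMSO and 100% = DMSO without agonist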
M1 PAM parental – M1 PAM counterscreen hit in parental CHO-K1 cells. ATP EC20, Fluo-8 calcium fluorescence; 0% at ATP EC20, 100% at ATP max. activation, % at 3 µM. 360,000 compounds, 0.02% hits. AID 602247;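 active = activation above the run cutoff, the mean activation of all test compounds plus 3 SD, cut at about 40% in these data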;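 also: peak over basal fluorescence ratio in a 140 s read after ATP addition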
CRFR2-BP antag – CRF-BP/CRF-R2 complex antagonism | HEK293 CRF-R2/CRF-BP, CRF-induced calcium fluorescence | inhibition, % at 11.8 µM | 350,000 compounds, 0.59% hits | AID 588475;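 active = inhibition of the ligand-induced calcium signal above about 50% at the single tested concentration, limit read from the data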
TAAR1 antag – human TAAR1 antagonism. CHO RD-HGA16 TAAR1, Fluo-8 calcium fluorescence, antagonist. inhibition, % at 3 µM. 360,000 compounds, 1.5% hits. AID 624466;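 active = inhibition above a per-plate cutoff, the mean inhibition of test compounds on that plate plus 3 SD, cut at about 49% in these data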;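 also: 0% = DMSO plus EC80 beta-PEA response and 100% = DMSO alone without agonist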
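Test system – hTAAR1-expressing CHO RD-HGA16 cells, Gα16-coupled · Also added – β-PEA at EC80 concentration, post-compound challenge · Compound – 3 µM, single point · Incubation – dye loading 75 min at 37 °C, then 30 min room temperature · Measured by – Fluo-8 intracellular calcium dye fluorescence, real-time kinetic reads · Benchmarks – vehicle and agonist controls · Replicates – singlicate, one well per test compound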
CRFBP-R2 agonist – agonists of human CRF-binding protein/CRF-R2 receptor complex; activation, % at 13.2 µM; 350,000 compounds, 0.46% hits; HEK293 CRF-R2/CRF-BP, calcium dye fluorescence (FLIPR); percent of saturating CRF peptide response;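 active = activation of at least 50%, plus an integration ratio under a set limit after plate pattern correction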;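 also: plate controls were neutral control wells without compound for no effect and CRF at EC100 for full effect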
Numbers without * were called inactive; . = not tested or not shown.

SMILES	CHRM4 PAM	CHRM5 agonist	TAAR1 agonist	CHRM5 PAM	M5 antag	M1 PAM parental	CRFR2-BP antag	TAAR1 antag	CRFBP-R2 agonist
O=C(Cn1c(C(F)(F)F)nc2ccccc21)N=Nc1c(O)[nH]c2ccc(Br)cc12	-5	-2	6	0	-1	13	-13	-8	2.1
O=C(NCCOc1ccccc1)C1CCC(=O)N(C2CCCCCC2)C1 (stereo not drawn)	-4	-4	0	-1	3	6	1	-17	-0.7
CCCn1nc2cc(C(=O)NCc3ccccc3)ccc2c1OCC	1	-1	4	-6	10	-21	-3	-3	-2.8
Cc1cc(O)c2c(c1)C(O)(C1OC(CO)C(O)C(O)C1O)c1cccc(O)c1C2=O (stereo not drawn)	6	2	2	4	7	12	-9	-7	-3.2
N#Cc1ccccc1OCCCN1CCC(Cc2ccccc2)CC1	-13	-24	6	-15	10	0	-13	-12	0.4
O=C1NC2(CCCCC2)C(=O)N1Cc1ccc([N+](=O)[O-])cc1	-4	-2	-1	-3	7	-1	1	15	0.0
Cc1ccc(C)c(NCc2n[nH]c(=S)n2-c2ccccc2)c1	0	-3	1	-7	16	6	-1	1	-0.1
O=C(COC(=O)/C=C/c1cn(-c2ccccc2)nc1-c1cccnc1)Nc1ccc(Cl)cc1Cl	6	-2	0	-2	0	13	0	-7	-1.2
CC(C)c1[nH]c(=O)c(C#N)c2c1COC(C)(C)C2	6	0	19	-4	7	-9	0	19	1.3
O=C(CSCc1c(F)cccc1Cl)NCc1ccncc1	-8	-2	1	-2	16	-6	-12	2	-2.1

Compound profiles (already shown). Order of values: CHRM4 PAM | CHRM5 agonist | TAAR1 agonist | CHRM5 PAM | M5 antag | M1 PAM parental | CRFR2-BP antag | TAAR1 antag | CRFBP-R2 agonist
Shown for `O=C(Cn1c(C(F)(F)F)nc2ccccc21)N=Nc1c(O)[nH]c2ccc(Br)cc12` : -5 | -2 | 6 | 0 | -1 | 13 | -13 | -8 | 2.1
Shown for `O=C(COC(=O)/C=C/c1cn(-c2ccccc2)nc1-c1cccnc1)Nc1ccc(Cl)cc1Cl` : 6 | -2 | 0 | -2 | 0 | 13 | 0 | -7 | -1.2
Shown for `O=C(NCCOc1ccccc1)C1CCC(=O)N(C2CCCCCC2)C1` (stereo not drawn) : -4 | -4 | 0 | -1 | 3 | 6 | 1 | -17 | -0.7
Shown for `N#Cc1ccccc1OCCCN1CCC(Cc2ccccc2)CC1` : -13 | -24 | 6 | -15 | 10 | 0 | -13 | -12 | 0.4

Other results:
SMILES	CHRM4 PAM	CHRM5 agonist	TAAR1 agonist	CHRM5 PAM	M5 antag	M1 PAM parental	CRFR2-BP antag	TAAR1 antag	CRFBP-R2 agonist
Cc1ccc(NC(=O)NC(=O)CN2CCCC2c2ccc3c(c2)OCCO3)cc1C (stereo not drawn)	-4	-3	1	-6	-8	21	-3	-13	0.4
O=C(NCCc1ccc2c(c1)OCCO2)c1cccc(S(=O)(=O)N2CCCC2)c1	0	-1	2	-5	1	-13	11	13	-0.7
COc1ccc(CN2C(=O)C(CC(=O)NCCCN(C)C)CC(C(=O)N(C)C)=C2C)cc1 (stereo not drawn)	-3	0	1	6	-6	0	-3	-19	-1.9
Cc1ccccc1C(=O)c1cccn1CC(=O)NCc1ccco1	7	-4	7	3	-1	23	7	-8	-0.9
COc1ccc(OCCCSc2ncccn2)cc1	-2	1	5	-1	-2	1	4	0	-2.0
COc1ccccc1/C=N/NC(=O)CC(=O)Nc1ccc(Cl)c(Cl)c1	7	1	3	1	1	13	-4	10	0.5
CCOC(=O)CCCCCC(=O)Nc1ccc2c(c1)C(=O)N([C@@H](C)CO)C[C@H](C)[C@H](CN(C)C(=O)Nc1ccc(C(F)(F)F)cc1)OCCCC[C@H](C)O2	0	-1	1	1	-5	-1	-3	-26	3.0
CCN1C(=NCCN2CCOCC2)N[C@@H](c2ccccc2)C(C(=O)OC)=C1C	-1	-6	6	1	17	-21	-3	-16	1.5
CCOc1ccc(C(CC(=O)O)NC(=O)COc2ccccc2)cc1 (stereo not drawn)	-3	-4	7	-6	8	-5	-12	8	-0.4
CN1C[C@H]2CON(C)[C@H]2C[C@H]1c1cccc(-c2ccccc2)c1	0	2	2	-7	6	8	18	-7	-0.1
COc1cc(C2c3[nH]c4ccccc4c3CCN2Cc2cn(C)nc2C)ccc1F (stereo not drawn)	7	-2	5	7	-6	11	-7	-10	0.4
O=C(NCCCN1CCOCC1)c1cc(-c2ccc3c(c2)OCO3)nc2ccccc12	5	1	6	-1	-9	23	-7	12	0.2
OCCCNc1ncnc2c1ncn2[C@H]1CN(C2CCCC2)C[C@@H](CO)O1	3	1	5	0	3	-8	.	-18	.
Cn1ncc2c(N3CCOCC3)ncnc21	8	0	1	0	7	2	13	-6	5.7
CC(C)(C)CC(C)(C)N=C1Nc2ccccc2NC12C[C@H]1CCC(=O)N3CC[C@@H](C2)[C@@H]13 (stereo partly drawn)	12	-2	4	6	2	14	-9	3	0.9
O=C(OCC(=O)N1CCN(C(=O)c2ccco2)CC1)c1ccccc1	7	-3	0	6	7	22	4	2	0.1
Cc1ccc(NC(=S)NCC2CCCO2)cc1 (stereo not drawn)	26*	-2	3	0	-10	16	-12	7	-3.3
CCOC(=O)NC(=S)Nc1ccc(OC)cc1	5	-4	0	13	0	20	11	0	-1.8
COc1ccccc1CNC(=O)C/C(C)=N/NC(=O)Cc1ccc(Cl)cc1	2	-3	1	4	0	6	-1	-17	-0.7
COc1cc2c(cc1OC)CN(CC(=O)Nc1ccc3c(c1)OC(F)(F)O3)CC2	11	-4	9	10	-11	22	10	17	-1.2
COc1cc(S(=O)(=O)N2CCN(c3ccccc3F)CC2)ccc1Cl	-5	1	-2	-7	5	24	13	7	-0.3
COc1cccc(OCc2cc(C(=O)N3CCCC3c3ccccn3)no2)c1 (stereo not drawn)	-10	0	6	-6	0	-33	5	-13	-0.5
COc1ccc(C(=O)NCC(=O)OCc2cccc(Br)c2)cc1	-6	-2	8	4	-1	-6	-14	-7	-1.4
COc1ccc(C)cc1NC(=O)c1cc(-c2ccccc2)nc2c1cnn2C(C)C	6	-3	1	0	6	16	-16	-23	4.0
COC1(OC)C(=N/O)/C(=N\O)CCC1O (stereo not drawn)	-10	2	14	-8	6	-4	2	-15	-1.2
CC(C)(C)NC(=O)CN(Cc1ccccc1)S(=O)(=O)c1ccccc1	-3	3	1	5	0	-19	-8	-16	0.7
O=C(NCc1ccccc1)c1ccc2c(c1)C(=O)N(Cc1ccncc1)C2=O	-1	1	15	-3	9	-11	30	-15	-3.2
CC1CCN(C(=O)c2ccc(CSc3ccc(Cl)cc3)cc2)CC1	-21	1	2	-8	1	1	19	11	1.0
O=C(Nc1cc(Cl)ccc1N1CCCCC1)c1cccs1	0	1	6	2	-12	20	-12	5	-0.4
CCOC(=O)C1CCN(CCC(=O)Nc2cccc(Cl)c2C)CC1	9	-2	6	-1	0	0	-13	-5	-2.5
Cc1ccc(NC(=O)Cn2nc(C)c(S(=O)(=O)N(C)C)c2C)cc1	30	3	1	1	-2	16	11	-21	-1.0
Cc1ccc(-c2cn3cccnc3n2)cc1NC(=O)c1c(-c2ccccc2Cl)noc1C	2	1	1	-6	0	16	14	15	-1.8
Cc1cccc(CC(=O)N2CCC(n3nccc3NC(=O)C3CC3)CC2)c1	12	-4	0	-5	10	19	-7	-4	0.5
Cc1ccc2c(N)c(C(=O)c3ccccc3)sc2n1	21	-3	18	2	1	19	8	4	-0.8
CN(C(=O)C=Cc1ccco1)c1ccccc1	4	-5	2	4	23	25	-11	6	-2.5
Cc1ccc(-n2c(SCC(=O)NCC3CCCO3)nc3ccccc3c2=O)cc1C (stereo not drawn)	-5	1	1	-3	5	-15	1	-37	-0.2
COc1ccc(C2C(C#N)=C(N)Oc3c2c(-c2ccccc2)nn3-c2ccccc2)c(OC)c1OC (stereo not drawn)	-4	9	7	-8	8	-1	13	2	1.1
COC(=O)/C=C/c1cccc([C@H]2[C@@H]3C=CC[C@@H](C)[C@@H]3C(=O)N2Cc2ccccc2)c1	2	-2	-1	-2	-6	21	12	-33	-1.7
Cc1ccc(NC(=O)Cn2nc([N+](=O)[O-])c(Br)c2C)cc1C	2	0	14	-6	2	7	-2	1	0.3
O=C(Cn1cnc2ccccc2c1=O)NNC(=O)c1ccccc1F	-4	3	1	1	9	12	-2	5	-0.8
c1ccc(-c2nc3ccccn3c2NC2CCCC2)nc1	6	-5	5	-1	1	19	-23	21	2.0
Cc1cc(C(F)(F)F)nc(Nc2nc(C)c3ccccc3n2)n1	13	-7	7	0	-3	15	0	3	0.0
CC(C)CCNC(=O)CCCOc1ccccc1	5	-3	-1	-1	-11	2	-7	6	-3.7
Cc1ccc(C(C)NC(=O)C2CCCC2)cc1C (stereo not drawn)	1	2	3	11	0	3	12	-12	-1.9
O=C1C(CCCNC(=S)NCc2ccccc2)NC(=S)N1Cc1ccccc1 (stereo not drawn)	-6	-1	4	-4	7	16	15	15	1.2
COc1ccc(S(=O)(=O)NCC2CCCN(C(=O)c3ccccc3)C2)cc1 (stereo not drawn)	-1	-1	6	2	8	6	3	17	-2.2
O=C(CCCc1nc2ccccc2s1)NCc1ccccc1	4	-2	3	-1	-3	15	20	-7	-0.4
COc1ccc(C)cc1-n1c(SCC(=O)Nc2cc(C)on2)nc2sc(C)c(C)c2c1=O	2	-4	0	-2	4	21	-1	-7	3.2
Cc1csc(SCC(=O)N2CCN(S(=O)(=O)c3ccc(Cl)cc3)CC2)n1	7	1	0	3	-11	14	-1	-4	1.4
O=C(NC(=S)NNC(=O)[C@H]1C[C@@H]1c1ccccc1)c1cccc(F)c1	0	0	77*	-3	0	15	-6	-5	32

Remaining list, next part:
SMILES	CHRM4 PAM	CHRM5 agonist	TAAR1 agonist	CHRM5 PAM	M5 antag	M1 PAM parental	CRFR2-BP antag	TAAR1 antag	CRFBP-R2 agonist
Cc1nnc(SCCN2C(=O)c3ccccc3C2=O)[nH]c1=O	9	-5	-1	-2	-10	19	-16	4	2.6
Cc1ccc(OCCN2CCCC2)cc1	3	-6	2	1	10	24	5	-2	2.9
CCCNC(=S)N1CCC(C(=O)c2ccc(F)cc2)CC1	-1	7	1	-2	-7	11	2	-3	0.8
CN(C)c1ccc(C(=O)c2ccc(N(C)C)c(N)c2)cc1N	-1	0	1	-2	-2	14	7	9	-2.4
COc1ccc(CCNC(=O)CN(c2cccc([N+](=O)[O-])c2)S(C)(=O)=O)cc1	3	0	6	3	2	7	11	13	0.7
CCCN1CCC(N(C)CCc2ccc(OC)c(OC)c2)CC1	2	2	1	3	6	23	20	-8	-0.2
CCOC(=O)Cc1cc(=O)n2[nH]c(-c3ccc(Cl)cc3)cc2n1	6	1	1	-3	3	4	23	-5	-0.2
